Mtb BioA inh = BioA (M. tuberculosis) enzyme inhibition | inhibition, % at 9.99 µM | purified M. tuberculosis BioA enzyme, plate reader | 360,000 tested, 0.096% active; in the data active = inhibition above about 40%
UGM FP inh = inhibitors of M. tuberculosis UDP-galactopyranose mutase. P9WIQ1. purified UGM, fluorescence polarization probe displacement. inhibition, % at 10 µM. 320,000 tested, 0.06% active; in the data active = inhibition above about 10%, passing the limit was not always enough
Target sequence (P9WIQ1 whole entry, looked up): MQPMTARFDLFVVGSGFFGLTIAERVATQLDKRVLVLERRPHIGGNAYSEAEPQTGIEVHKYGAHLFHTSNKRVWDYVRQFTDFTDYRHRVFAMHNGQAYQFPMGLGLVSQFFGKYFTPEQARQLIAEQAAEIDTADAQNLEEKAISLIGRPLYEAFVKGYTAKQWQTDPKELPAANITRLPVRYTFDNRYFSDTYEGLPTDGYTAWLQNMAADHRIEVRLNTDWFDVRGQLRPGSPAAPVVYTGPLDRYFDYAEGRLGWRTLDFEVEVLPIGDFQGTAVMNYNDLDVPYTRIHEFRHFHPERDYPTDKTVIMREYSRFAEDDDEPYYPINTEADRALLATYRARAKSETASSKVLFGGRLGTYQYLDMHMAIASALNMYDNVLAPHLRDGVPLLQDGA
DUSP3 inh = inhibitors of human VHR1 phosphatase (DUSP3) | recombinant VHR phosphatase, pNPP absorbance | 290,000 tested, 0.52% active | AID 1654 | inhibition, % at 13.3 µM | P51452; in the data active = inhibition above about 50%; also: some compounds called inactive have numbers as strong as hits
Target sequence (P51452 whole entry, looked up): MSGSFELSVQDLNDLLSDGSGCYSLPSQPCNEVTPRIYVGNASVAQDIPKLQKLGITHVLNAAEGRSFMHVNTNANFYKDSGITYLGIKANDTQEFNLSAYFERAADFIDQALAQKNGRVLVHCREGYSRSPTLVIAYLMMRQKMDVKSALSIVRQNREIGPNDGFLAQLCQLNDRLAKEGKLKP
GDH-TPI counter = inhibits GDH-TPI coupling enzymes, artifact for Mtb FBA screen | AID 588335 | inhibition, % at 4.8 µM | GDH-TPI coupled enzyme counterscreen, NADH absorbance | 360,000 tested, 1.2% active; in the data active = inhibition above about 30%;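 also: 0% = DMSO wells and 100% = wells lacking the enzyme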
PriA SSB inh = blocks PriA binding to SSB C-terminal tail. AlphaScreen SSBct-PriA binding, biotinylated peptide. inhibition, % at 33 µM. 430,000 tested, 0.6% active. AID 1272365; in the data active = inhibition mostly above about 37%, no sharp cut-off; inactive = mostly below about 20%;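 also: plate controls were negative control peptide for no effect and reference peptide for full effect; strong numbers were not always called active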
Rv3671c protease = Rv3671c (M. tuberculosis) protease inhibition | P9WHR9 | inhibition, % at 5.96 µM | 320,000 tested, 0.048% active | AID 2606; in the data active = inhibition above about 38%;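 also: extracellular domain of Rv3671c used as enzyme; 0% = enzyme with DMSO and 100% = no enzyme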
Target sequence (P9WHR9 whole entry, looked up, the tested form may be a part): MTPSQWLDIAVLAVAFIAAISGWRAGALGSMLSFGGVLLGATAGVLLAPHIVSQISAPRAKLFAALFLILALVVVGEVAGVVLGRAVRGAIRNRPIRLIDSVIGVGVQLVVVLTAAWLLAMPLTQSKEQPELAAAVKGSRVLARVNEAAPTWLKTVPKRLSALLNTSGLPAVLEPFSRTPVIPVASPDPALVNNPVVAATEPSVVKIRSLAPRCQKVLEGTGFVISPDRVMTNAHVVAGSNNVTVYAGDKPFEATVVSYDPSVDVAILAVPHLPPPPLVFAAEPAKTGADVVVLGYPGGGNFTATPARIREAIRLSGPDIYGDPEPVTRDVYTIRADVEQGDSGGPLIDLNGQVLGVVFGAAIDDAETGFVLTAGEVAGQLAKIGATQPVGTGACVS
MazF activator = increases E. coli MazEF RNase cleavage of RNA | P0AE70 | FAM/BHQ RNA-DNA oligo cleavage fluorescence, 5 h | activation, % at 20 µM | 350,000 tested, 0.32% active; in the data active = activation above about 50%
Vc quorum ag = inducers of Vibrio cholerae quorum light production without autoinducers | V. cholerae BH1578 lux reporter, luminescence, 6 h | 350,000 tested, 0.16% active | activation, % at 18.7 µM; in the data active = activation mostly above about 9.7%, no sharp cut-off; also: not every result past the cut was called active; inactives centre near 0; reference of the scale not given here
SARS 3CLpro inh = SARS-CoV 3CLpro protease inhibition; P0C6X7; recombinant SARS-CoV 3CLpro, quenched FRET peptide cleavage; inhibition, % at 6 µM; 290,000 tested, 0.14% active; AID 1706; in the data active = inhibition above about 12%
FBA Mtb inh = inhibits M. tuberculosis FBA enzyme | P9WQA3 | purified M. tuberculosis FBA, fluorescence read-out | inhibition, % at 1 µM | 360,000 tested, 2.3% active | AID 588726; in the data active = inhibition above about 27%;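 also: 0% = vehicle and 100% = reference inhibitor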
Starred values were filed as active, the others as inactive; i = inactive; nt = not tested or not shown; + = active, no number. Not all compounds are listed, so the mix of outcomes need not match the whole.

SMILES	Mtb BioA inh	UGM FP inh	DUSP3 inh	GDH-TPI counter	PriA SSB inh	Rv3671c protease	MazF activator	Vc quorum ag	SARS 3CLpro inh	FBA Mtb inh
Cc1cccc(NC(=O)NNC(=O)c2ccc3ccccc3c2O)c1	-1.4	1.4	1	6	4	nt	3	i	5	29*
COc1ccc(NC(=S)NCCSc2ccc(Cl)cc2)c(OC)c1	-0.8	-1.5	-26	17	11	-3	1	i	7	2
COCCN(C(=O)COC(=O)CCc1nc2ccccc2s1)c1c(N)n(Cc2ccccc2)c(=O)[nH]c1=O	1.0	-0.2	37	-11	-5	-6	7	1.7	-1	2
O=C1C=C(c2ccc3ncccc3c2)C[C@@H](c2ccc(F)cc2)C1	6.5	-3.3	nt	16	15	-1	14	-0.6	nt	0
CCc1nnc(NC(=O)c2cccc(S(=O)(=O)N3CCN(C(C)=O)CC3)c2)s1	-0.9	-1.5	nt	9	-7	-1	3	i	nt	-2
C/C(=N\NC(=O)c1ccc(NS(=O)(=O)c2cccs2)cc1)c1ccc(Cl)cc1	nt	-0.4	-7	9	nt	8	-3	-0.2	0	-2
CCOC(=O)C(NC(=O)Nc1ccc(F)cc1)(OCC)C(F)(F)F (centres undefined)	-0.6	-2.6	16	6	-12	4	4	i	3	-5
COc1ccc(C(=O)Nc2cc(OC)c(Cl)cc2OC)cc1	nt	1.0	18	-4	-5	-2	-4	-0.3	4	-1
O=C(NCC(c1ccco1)N1CCc2ccccc2C1)c1ccc(Br)cc1 (centres undefined)	nt	1.0	nt	0	-4	8	-3	i	nt	-1
CCCOCc1ccc(O)c2ncccc12	-1.4	1.5	-4	1	54*	3	-2	-0.3	4	0
COc1ccc(NC(=O)CSc2nc3c([nH]c4ccccc43)c(=O)n2C)c(OC)c1	-1.2	-0.4	6	6	-11	-8	-72	-0.3	4	3
COC(=O)Nc1ncc(CN2CCc3ccccc3C2)s1	1.3	-1.7	0	16	7	2	6	i	0	0
CCc1nnc(NC(=O)CSc2nc3cc4c(cc3cc2CC)OCCO4)s1	-1.9	0.3	-9	11	-2	-11	82*	4.2	-9	3
O=C(COc1ncnc2sccc12)N1CCc2ccccc2C1	5.3	-1.0	19	8	-16	-2	-3	-0.3	4	-1
COc1ccc(OCC(=O)NC(=S)N2CCCc3ccccc32)cc1	nt	-0.5	24	1	-5	9	3	0.9	0	-2
O=C(NCC(=O)N(Cc1cccs1)C(C(=O)NC1CCCCC1)c1cccnc1)c1ccco1 (centres undefined)	2.0	-1.2	18	7	-8	-5	4	i	-1	-2
COc1ccc(NC(=O)c2cc(C3CCCCN3C(=O)OCC(C)C)on2)c(C)c1 (centres undefined)	-0.3	nt	nt	6	nt	nt	nt	-0.1	nt	-1
CCCOC(=O)C1C2C=CC3(CN(c4cccc(Cl)c4)C(=O)C13)O2 (centres undefined)	-1.1	3.1	12	-9	-9	5	1	i	-5	-1
CCOC(=O)c1c(N)nn(C(=O)CC)c1-c1ccccc1	-0.6	0.2	13	-10	-5	5	3	i	6	-4
Cc1cc(C)cc(Cn2c(C)c(C(=O)N(C)Cc3ccc(F)cc3)sc2=O)c1	-0.4	nt	nt	3	nt	nt	nt	-0.5	nt	0
O=C(Nc1cccnc1Cl)C1c2ccccc2Oc2ccccc21	0.1	-1.2	44	3	-18	5	0	i	-4	0
CN(C)C(=O)CSc1n[nH]c(=O)[nH]c1=O	nt	-0.5	25	9	-4	0	2	-2.2	0	-3
C=C(C)CSc1nc2ncc(Cl)cc2[nH]1	-1.2	-1.1	-6	10	2	0	-6	nt	-5	-3
Cc1cc2cc(C)c3nnc(SCC(=O)N4CCN(C(=O)c5ccco5)CC4)n3c2cc1C	nt	0.7	nt	-6	11	-1	-2	-6.2	2	-2
O=C(CN1CCCCCC1)Nc1ccccc1OC(F)F	2.8	-0.2	19	5	-6	1	6	-1.3	0	1

Continuation.
SMILES	Mtb BioA inh	UGM FP inh	DUSP3 inh	GDH-TPI counter	PriA SSB inh	Rv3671c protease	MazF activator	Vc quorum ag	SARS 3CLpro inh	FBA Mtb inh
Cc1ccc(N=C2CCCCCN2C)c(C#N)c1	2.1	2.7	22	-3	-9	5	10	-3.2	1	0
CCC(Sc1nncn1C)C(=O)Nc1cc(C)on1 (centres undefined)	nt	-0.4	9	4	12	3	6	-1.8	0	-4
O=C(c1ccc(Br)cc1)c1cn[nH]c1-c1ccccc1O	nt	1.4	13	9	-5	-2	1	-0.5	0	1
O=S(=O)(NCCN1CCCC1)c1ccc(Cl)cc1	2.7	2.6	10	-4	0	3	-1	-0.6	2	0
COC(=O)c1cc(Br)c(=O)n(-c2cccc(F)c2)c1	-1.1	2.2	16	-1	-18	3	-4	5.0	2	-5
COc1ccc(N2CC(NC(=O)N3CCc4ccccc43)CC2=O)cc1OC (centres undefined)	1.1	0.1	6	-11	-8	-4	5	-0.2	1	8
CN(C)S(=O)(=O)c1cccc(C(=O)Nc2ccc3c(c2)CCC3)c1	0.3	-0.3	13	19	1	-4	-7	-0.4	1	0
COc1ccc(NC(=O)CCc2c(C)nc3nc(C)nn3c2C)cc1	0.4	-0.6	18	5	-1	1	-2	i	-4	5
Cc1cc(C)nc(N/N=C/C2=C(N3CCOCC3)C(=C\c3ccc(Cl)cc3)/CC2)n1	nt	1.3	3	6	nt	-2	-2	-0.7	-2	2
Cc1ccc(C(=O)Nc2cc3[nH]c(=O)oc3cc2C)cc1	-0.1	1.5	34	-14	-1	-4	-3	-1.0	-5	-3
CN(C)S(=O)(=O)c1ccc(Cl)c(C(=O)NC2CCCCCCC2)c1	-1.6	3.9	7	-6	3	3	2	0.6	-1	3
Cc1ccc(N(CC(O)Cn2nc(C)cc2C)S(=O)(=O)c2ccc3ccccc3c2)cc1 (centres undefined)	nt	2.0	-2	7	7	-4	-8	-0.3	3	0
Cc1cc(C=C2C(=O)c3ccccc3C2=O)c(C)n1C	-3.8	3.2	26	15	-10	-14	9	-0.4	-6	-23
Cc1nc(CNS(=O)(=O)c2ccccc2F)cs1	-0.4	3.5	8	-5	4	-7	1	-0.4	0	0
CC(=O)c1c(C)[nH]c(=S)c(C#N)c1-c1ccc(Cl)cc1	1.2	1.7	8	4	-3	-1	-4	-1.4	-4	0
COCC(=O)N(Cc1cc2ccc(C)cc2[nH]c1=O)c1ccccc1C	-2.3	-0.2	1	16	-5	-3	8	-0.3	-2	6
O=C1CCC(C(=O)N(CCO)Cc2ccccc2)CN1CCCN1CCOCC1 (centres undefined)	-0.4	-0.4	33	8	-6	-10	8	-0.2	3	-2
Cc1ccc2c(c1)[C@@H]1CN(C)CC[C@@H]1N2S(=O)(=O)c1ccc(F)cc1	-0.6	2.9	17	6	-3	5	5	nt	-2	3
CN(C1CCS(=O)(=O)C1)S(=O)(=O)c1ccc2ccccc2c1 (centres undefined)	0.8	0.2	nt	-6	1	5	2	-2.1	nt	2
Cc1cccc(NC(=O)CN2CCSc3ccccc32)c1	1.2	-1.3	18	3	-10	-3	4	-0.4	4	2
O=Nc1c(O)cc(O)c2ccccc12	-0.1	nt	nt	18	nt	nt	1	-5.3	nt	-5
O=C(c1ccc(F)cc1)N1CCOC(c2nc(-c3ccc(F)cc3)no2)C1 (centres undefined)	0.4	2.1	nt	1	-5	-1	6	-2.1	nt	0
Oc1cccc2cnccc12	-2.2	-0.1	4	7	-5	0	9	-0.3	4	-1
CCOC(=O)N1CCN(c2c(NCCCN3CCCC(C)C3)c(=O)c2=O)CC1 (centres undefined)	-1.8	-0.4	34	15	-3	-7	8	-0.2	-4	2
O=c1ccn(-c2cccc(C(F)(F)F)c2)nc1-c1ccn(-c2cccc(Cl)c2)n1	nt	1.0	24	1	-16	1	-2	1.1	2	1

Further records follow.
SMILES	Mtb BioA inh	UGM FP inh	DUSP3 inh	GDH-TPI counter	PriA SSB inh	Rv3671c protease	MazF activator	Vc quorum ag	SARS 3CLpro inh	FBA Mtb inh
COc1ccccc1CN1CC(C(=O)N(C)Cc2nc(C)cs2)CCC1=O (centres undefined)	1.5	-1.1	-2	6	4	2	8	i	-3	3
CN1CCc2ccccc2C1Cc1ccccc1NC(=O)c1sc2ccccc2c1Cl (centres undefined)	-2.2	2.3	6	-3	-15	9	-14	-0.5	2	-1
COc1n[nH]c(C(=O)NCc2ccccc2)c1[N+](=O)[O-]	nt	-0.2	6	4	-7	-2	2	i	2	4
Nc1cccnc1S(=O)(=O)c1cccc(C(F)(F)F)c1	nt	-2.0	nt	0	5	-5	0	-1.0	nt	0
COC(=O)c1cccc(C(=O)N2CCCC(Nc3ccc(C)c(C)c3)C2)c1 (centres undefined)	-0.6	0.0	-20	-5	8	-3	0	-0.9	-1	0
CCOC(=O)c1sc(Nc2cccc(C)c2C)nc1C	nt	-1.2	21	nt	nt	0	nt	nt	2	nt
Cc1cc[n+](Cc2ccccc2)c(N)c1	-2.4	3.9	nt	16	0	5	9	-0.8	nt	10
O=C(OCCOc1ccc(Br)cc1)c1ccc(Cl)nc1	nt	-0.4	9	8	-36	-3	0	nt	-2	2
Cc1cc(C)n(-c2cc(C(C)(C)C)nc3c(-c4ccccc4)cnn23)n1	nt	1.9	35	6	-18	-2	-1	-0.5	0	2
CCC1(c2ccc(F)cc2)NC(=O)N(CC(=O)Nc2ccc(C)c(S(=O)(=O)N3CCOCC3)c2)C1=O (centres undefined)	nt	0.8	26	-1	0	7	12	1.6	-1	0
CCC(NC(=O)COc1cc2c(c3oc(=O)c(C)c(C)c13)CCC(C)(C)O2)C(=O)O (centres undefined)	-1.5	2.6	-3	7	11	3	-2	1.2	0	+
Cc1cc(-c2ccccc2)nc(N(C)NC(=O)c2c(F)cccc2F)c1S(C)(=O)=O	-0.1	-0.8	12	3	-15	7	1	-0.3	2	1
O=S(=O)(c1ccc(Br)s1)N1CCCCC1	0.1	4.0	6	5	-20	3	-4	-6.2	-6	-3
CCn1cc(C(=O)N2CCCCC2)c(=O)c2cc(S(=O)(=O)N3CCC(C)CC3)ccc21	20	-0.9	3	10	-14	-9	8	-0.3	-5	-3
Cc1c(C(=O)NCC(c2ccco2)N2CCCC2)oc2ccc(Cl)cc12 (centres undefined)	0.3	3.2	23	1	6	-13	-11	i	-2	0
CC(C)CN(C(=O)CN1CCN(c2ccccc2F)CC1)c1c(N)n(CC(C)C)c(=O)[nH]c1=O	-1.2	-1.6	1	5	-2	-9	0	i	3	-2
O=[N+]([O-])c1ccc2c(c1)nc1n2CCN(c2ccccc2)C1	nt	-2.5	13	3	8	-5	-7	i	2	-2
CC(C)(C)NS(=O)(=O)c1ccc(Oc2ncc(C(F)(F)F)cc2Cl)cc1	nt	-0.7	-13	-6	-14	-7	-7	-0.2	0	0
O=C1N/C(=N/N=C/c2ccccc2)SC1(c1ccccc1)c1ccccc1	-2.9	0.7	11	-1	nt	10	-2	i	6	-2
CC(=O)c1cccc(NC(=O)COC(=O)Cc2ccc(Cl)cc2)c1	1.3	nt	nt	-10	-2	nt	0	14	nt	-1
O=C1CCc2cc(S(=O)(=O)NC(C(=O)NCc3cccnc3)c3ccccc3)ccc2N1 (centres undefined)	-0.2	nt	21	-1	-4	4	14	-0.6	-1	0
CN(C)/C=C(\C=O)c1c(Cl)cccc1Cl	nt	-2.4	24	-7	-15	5	-4	-0.2	1	-1

A draw from above in order of SMILES length, low to high.
SMILES	Mtb BioA inh	UGM FP inh	DUSP3 inh	GDH-TPI counter	PriA SSB inh	Rv3671c protease	MazF activator	Vc quorum ag	SARS 3CLpro inh	FBA Mtb inh
Cc1ccc(N=C2CCCCCN2C)c(C#N)c1	2.1	2.7	22	-3	-9	5	10	-3.2	1	0
CN(C)/C=C(\C=O)c1c(Cl)cccc1Cl	nt	-2.4	24	-7	-15	5	-4	-0.2	1	-1
O=S(=O)(NCCN1CCCC1)c1ccc(Cl)cc1	2.7	2.6	10	-4	0	3	-1	-0.6	2	0
COC(=O)c1cccc(C(=O)N2CCCC(Nc3ccc(C)c(C)c3)C2)c1 (centres undefined)	-0.6	0.0	-20	-5	8	-3	0	-0.9	-1	0
Cc1cc(-c2ccccc2)nc(N(C)NC(=O)c2c(F)cccc2F)c1S(C)(=O)=O	-0.1	-0.8	12	3	-15	7	1	-0.3	2	1

Compound activity: PubChem, several laboratories
